Screening results deposited in PubChem BioAssay by several laboratories.
MC4R barr agon – activates human MC4R beta-arrestin recruitment | actives 0.98% (n = 360,000) | activation, % at 8.9 µM | P32245 | U2OS MC4R beta-arrestin complementation, luminescence; percent of melanotan II response, DMSO zero;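 active = activation above a per-plate cutoff, the mean activation of sample wells on that plate plus 3 SD, cut at about 8% in these data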
SRC1 inh – human NCOA1 inhibition. actives 0.12% (n = 360,000). inhibition, % at 3.6 µM. HEK293 GAL4-SRC1 luciferase reporter, luminescence;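 active = inhibition above the campaign mean plus 3 SD, with each screening campaign given its own cutoff, cut at about 60% in these data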;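 also: 0% = DMSO treated cells and 100% = gossypol at 36 µM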
TLR9-MyD88 inh – inhibitors of human TLR9-MyD88 binding; Q9NR96+Q99836; CHO BLA complementation TLR9-MyD88, CCF4 FRET ratio; inhibition, % at 4.98 µM; actives 0.21% (n = 340,000); AID 504734;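 active = inhibition above the mean over all tested compounds plus 3 SD, cut at about 21% in these data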;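 also: 0% = DMSO only wells and 100% = clavulanate BLA inhibitor control wells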
NR5A2 inv ag – NR5A2 inverse agonism in reporter assay; inhibition, % at 3.6 µM; actives 0.13% (n = 360,000); HEK293T StAR-luciferase reporter, LRH-1 transfected, 24 h; O00482;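 active = inhibition above the mean inhibition of all tested compounds plus 3 SD, cut at about 73% in these data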;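 also: 0% = DMSO wells and 100% = reporter-only cells lacking LRH-1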
Target sequence (O00482 whole entry, looked up): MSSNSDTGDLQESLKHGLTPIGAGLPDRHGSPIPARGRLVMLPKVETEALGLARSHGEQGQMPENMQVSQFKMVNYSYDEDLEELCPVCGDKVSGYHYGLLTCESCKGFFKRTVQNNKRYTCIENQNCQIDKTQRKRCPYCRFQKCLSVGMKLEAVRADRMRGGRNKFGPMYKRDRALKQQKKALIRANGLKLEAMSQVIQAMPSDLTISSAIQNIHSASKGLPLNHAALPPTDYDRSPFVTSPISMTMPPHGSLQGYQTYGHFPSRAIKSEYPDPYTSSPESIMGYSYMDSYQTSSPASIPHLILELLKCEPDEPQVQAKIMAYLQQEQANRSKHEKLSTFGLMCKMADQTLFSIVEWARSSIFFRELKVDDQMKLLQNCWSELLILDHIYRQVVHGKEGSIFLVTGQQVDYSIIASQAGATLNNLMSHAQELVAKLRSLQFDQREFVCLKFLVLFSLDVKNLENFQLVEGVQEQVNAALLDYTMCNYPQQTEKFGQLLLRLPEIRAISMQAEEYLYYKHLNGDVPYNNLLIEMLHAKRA
NOD2 RIPK2 PPI – inhibitors of human NOD2-RIPK2 interaction | O43353 | CHO BLA complementation NOD2-RIPK2, CCF4 ratio | inhibition, % at 4.98 µM | actives 0.38% (n = 360,000); in the data active = inhibition above about 21%;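 also: 0% = vehicle only and 100% = reference blocker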
SRC3 inh – inhibitors of human steroid receptor coactivator 3 (SRC3). inhibition, % at 3.6 µM. AID 588352. actives 0.17% (n = 360,000). Q9Y6Q9. HEK293 GAL4-SRC3 luciferase reporter, luminescence;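 active = inhibition above a per-campaign cutoff, the mean of all compounds plus 3 SD, cut at about 60% in these data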;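 also: 0% = DMSO-treated cells and 100% = gossypol-treated cells at 36 µM; higher means less SRC3-driven luciferase light from the GAL4 reporter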
ABHD5-PLIN5 inh – blocks binding of human ABHD5 to perilipin-5; AID 602281; Q00G26+Q8WTS1; actives 0.78% (n = 360,000); Split G. princeps luciferase complementation, luminescence, 4 h; inhibition, % at 4 µM;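 active = inhibition above the mean inhibition across every tested compound plus 3 SD, cut at about 22% in these data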;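 also: 0% = DMSO only wells and the 100% control is not disclosed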
MC4R antag cAMP – blocks human MC4R cAMP signaling | MC4R-expressing cells, MTII-stimulated cAMP, LANCE TR-FRET | inhibition, % at 6.5 µM | actives 0.48% (n = 360,000);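 active = inhibition above its plate's cutoff, the mean of tested wells on that plate plus 3 SD, cut at about 29% in these data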;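 also: 0% = Melanotan II alone and 100% = Melanotan II plus saturating MCL0020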
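System: U2OS cells stably expressing human melanocortin 4 receptor (MC4R). Reagent: Melanotan II challenge after compound preincubation. Doses: 6.5 µM. Times: 30-min compound, 1-h challenge, 1-h detection, room temperature. Measured by: TR-FRET with Eu-cAMP and labeled anti-cAMP, 671 nm. Replicates: singlicate.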
NR2F2 inh – NR2F2 (human) inhibition, primary screen. P24468. HEK293T NGFI-A luciferase reporter, luminescence. inhibition, % at 8.6 µM. actives 0.7% (n = 370,000). AID 686940;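 active = inhibition above a per-plate cutoff, mean inhibition of test wells between control levels plus 3 SD, cut at about 38% in these data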;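 also: cells cotransfected with COUP-TFII expression vector driving the NGFI-A reporter; 0% = median of COUP-TF2 test wells and 100% = reporter-only cells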
Target sequence (P24468 whole entry, looked up): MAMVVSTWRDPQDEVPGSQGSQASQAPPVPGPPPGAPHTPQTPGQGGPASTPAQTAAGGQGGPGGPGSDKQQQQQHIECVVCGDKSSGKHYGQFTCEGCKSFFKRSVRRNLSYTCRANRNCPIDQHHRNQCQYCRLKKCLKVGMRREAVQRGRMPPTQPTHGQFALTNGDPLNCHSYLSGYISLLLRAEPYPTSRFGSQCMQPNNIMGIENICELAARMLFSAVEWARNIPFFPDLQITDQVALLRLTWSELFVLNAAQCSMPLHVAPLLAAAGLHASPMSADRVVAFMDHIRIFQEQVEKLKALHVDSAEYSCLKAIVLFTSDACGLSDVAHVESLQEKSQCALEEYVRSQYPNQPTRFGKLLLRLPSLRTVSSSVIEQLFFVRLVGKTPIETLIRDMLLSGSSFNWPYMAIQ
SRC2 inh – inhibits human steroid receptor coactivator 2; Q15596; HEK293 GAL4-SRC2 luciferase reporter, luminescence; inhibition, % at 9 µM; actives 0.17% (n = 370,000);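 active = inhibition above the mean inhibition of all tested compounds plus 3 SD, set per campaign, cut at about 52% in these data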;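 also: 0% = DMSO treated cells and 100% = cells given Gossypol at 36 µM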
EBV LMP1 NFkB – inhibitors of Epstein-Barr LMP1-induced NF-kappaB reporter; inhibition, % at 12.5 µM; LMP1-induced NF-kappaB luciferase reporter cells, luminescence; actives 0.69% (n = 350,000); in the data active = inhibition above about 41%;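 also: 0% = neutral control wells and 100% = reference inhibitor control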
An asterisk follows results filed as active; . = no result given.

SMILES	MC4R barr agon	SRC1 inh	TLR9-MyD88 inh	NR5A2 inv ag	NOD2 RIPK2 PPI	SRC3 inh	ABHD5-PLIN5 inh	MC4R antag cAMP	NR2F2 inh	SRC2 inh	EBV LMP1 NFkB
COc1ccc(NC(=O)C/C(C)=N/NC(=O)C2CCCCC2)c([N+](=O)[O-])c1	1.4	-4	-11	-6	-3	-28	4	18	-10	-18	-4
COc1ccccc1Oc1coc2cc(OCC(N)=O)ccc2c1=O	-0.5	10	2	-11	-3	-9	0	8	-31	-38	-3
CCOc1ccc2nc(N3CCCC(C(=O)NCCCN4CC(C)CC(C)C4)C3)sc2c1 (configuration not stated)	-1.7	-19	-5	-26	-3	-17	8	12	-13	16	-2
CN(C)c1cccc(NC(=O)NC2(C)CCS(=O)(=O)C2)c1 (configuration not stated)	1.4	5	-6	15	-6	-6	5	1	-9	2	-10
COc1cc2c(cc1OC)CN(CC(=O)Nc1cccc(C(F)(F)F)c1)CC2	1.7	-14	3	8	2	17	-2	21	-16	-13	5
CCC1=NN=C(c2ccc(F)cc2)C(c2c[nH]c3ccccc23)N1O (configuration not stated)	-0.7	-11	2	5	-1	-7	-1	0	5	-22	1
Cc1cc(C(=O)NCC2CCCO2)n(-c2ccccc2)n1 (configuration not stated)	-0.1	1	-1	6	-6	-1	-4	13	2	-20	3
Cc1ccc(S(=O)(=O)NCC(=O)N/N=C/c2ccccc2O)cc1	-3.5	6	-5	-1	-2	22	-7	-1	-16	11	9
Cc1ccc(-c2cc3ccccc3nc2N2CCCC2)cc1	1.2	-16	-3	-6	5	-16	7	7	13	-1	-2
COc1ccc(NC(=O)CSc2nnc(-c3ccccc3F)n2C2CC2)cc1S(N)(=O)=O	-2.0	-18	-2	-2	1	-1	-3	12	3	-29	-3
Cc1ccc(N2CC(C(=O)Nc3ccc(S(=O)(=O)Nc4nccs4)cc3)CC2=O)cc1 (configuration not stated)	-2.1	5	-5	-4	-11	3	-3	18	11	-14	-2
CC(C(=O)OCC(=O)Nc1ccc2c(c1)OCO2)N1C(=O)c2ccccc2C1=O (configuration not stated)	-1.5	-3	-3	49	-10	12	-2	-9	1	-23	-4
CN(NS(=O)(=O)c1ccc(F)cc1)c1ncc(C(F)(F)F)cc1Cl	2.8	-15	.	9	-10	3	0	-5	-1	-14	3
CCOc1cc(C(=O)Nc2ccc3c4c(cccc24)C(=O)N3CC)cc(OCC)c1OCC	-0.4	-7	-5	-10	6	17	4	-3	-11	-26	0
CC(Oc1cccnc1[N+](=O)[O-])C(=O)Nc1ccc(F)cc1 (configuration not stated)	-2.4	-7	-5	22	-7	-20	10	-6	-12	9	2
O=C(CN1CCCC1)Nc1c2c(cc3c1CCC3)CCC2	-0.7	3	-10	9	-13	11	3	6	3	-12	8
O=C(CSc1cccc2cccnc12)N1CCCC1	-0.7	-13	-4	0	6	-11	-9	3	-9	-6	-2
COc1ccccc1-c1cc2nc(NCc3cccc(Cl)c3)ccn2n1	0.5	-4	.	-3	-1	-16	-13	-1	1	8	.
COc1cccc(/C=N/NC(=O)c2ccc(N3CCCC3=O)cc2)c1	0.0	-16	-6	1	-1	-30	2	-7	-15	-5	10
COc1ccc2c(c1)c(/C=C/c1cc[n+](C)cc1)cn2C	-0.2	7	-2	1	2	8	-4	-35	14	-18	3
O=[N+]([O-])c1cc(C(F)(F)F)cc([N+](=O)[O-])c1Sc1n[nH]c(C(F)(F)F)n1	-2.5	14	-6	7	-8	21	45*	-2	2	-2	-11
Cc1cc(C)c2oc(C(=O)N3CCN(C)CC3)cc(=O)c2c1	0.4	-19	1	2	6	8	5	1	10	4	-4
O=C(CSc1nc2ccccc2n1CC(=O)N1CCCC1)Nc1nccs1	1.5	-12	2	-20	-2	-22	-12	-6	-5	-18	-2
COc1cc(C=O)ccc1Oc1nnnn1-c1ccc(C(N)=O)cc1	-1.2	1	11	4	-1	12	-1	13	5	-24	-5
O=S(=O)(c1ccc(Oc2ccc(Cl)cc2)nc1)N1CCOCC1	-0.7	-7	-6	2	0	-9	3	0	12	10	-1
NC(=O)CSc1nnc(-c2ccc(O)cc2)n1Cc1ccco1	-1.9	-4	-4	-8	1	8	-4	0	-6	-16	-2
C=CCNC(=O)/C(C#N)=C/c1ccc2c(c1)OCCO2	-2.7	-9	6	6	-4	-22	6	-2	-7	-33	2
CSc1ccccc1C(=O)NCc1ccccc1C	-3.7	1	4	5	-14	-11	-1	-7	5	3	1
CN1CCN(C(=O)c2ccccc2NC(=O)C(C)(C)C)CC1	1.3	-19	8	6	7	11	6	1	-10	-10	1
CCOC(=O)C1CCN(S(=O)(=O)c2ccc3c4c(cccc24)C(=O)N3CC)CC1	0.1	-1	-1	14	24*	2	-5	2	-21	-3	6
O=S(=O)(c1ccc(F)c(F)c1)N1CCCc2ccccc21	2.6	-1	-1	0	-5	11	-6	17	17	-26	-6
Nc1nc2c(s1)CCCCCCCCCC2	4.7	11	.	-19	-5	10	14	2	1	-14	.
Cc1ccc(Nc2c(F)c(F)c(F)c(F)c2C(=O)O)c(C)c1	2.3	-10	2	-2	2	1	-2	2	-10	-14	-3
CCCCN1CC(COCc2ccccc2)Oc2cccc(Oc3ccc(C(C)C)cc3)c2S1(=O)=O (configuration not stated)	-1.1	16	0	12	-8	8	-9	2	3	-4	9
O=C(Nc1cc(Cl)cc(Cl)c1)c1cccc(OC(F)F)c1	2.3	-13	-6	-7	-13	2	-3	-5	7	-26	3
CC(C)(C)C(=O)[C@@H]1[C@@H]2C(=O)N(C3CCCCC3)C(=O)[C@@H]2[C@H]2c3ccccc3C=CN12	-0.6	-35	-8	12	0	-3	-7	3	21	6	-5
COc1ccc(CNS(=O)(=O)c2cc3c4c(c2)C(C)C(=O)N4CCC3)cc1 (configuration not stated)	-2.3	-18	5	-3	1	10	4	8	16	20	-10
CCCCNC(=O)C[C@@H]1C[C@@]2(C(=O)OC)CC(C)(C)CC=C2N(Cc2ccccc2)C1=O	.	.	.	7	10	.	-2	.	8	21	.
CC1CCN(S(=O)(=O)c2ccccc2[N+](=O)[O-])CC1	0.1	-1	4	-20	-9	19	-7	0	23	15	5
Cc1ncccc1C(=O)N1CCCC(CNC(=O)c2ccc(-c3ccccc3)cc2)C1 (configuration not stated)	1.0	-57	4	6	-6	19	-4	2	1	0	16
Cc1cc(C)c(NS(=O)(=O)c2ccc(NC(=O)c3cccs3)cc2)c(C)c1	4.2	3	2	6	-1	14	-3	7	-9	-7	3
CC1(C(=O)NS(=O)(=O)c2cccc(OC(F)F)c2)CCN1C(=O)CC1CCCC1 (configuration not stated)	1.6	-8	.	2	-9	0	-7	-3	12	-2	.
NC(COCc1ccccc1)c1csc(Nc2nncc3ccccc23)n1 (configuration not stated)	5.7	-14	.	-11	4	-28	5	0	11	-25	.
CCCN1C(=O)/C(=C/c2nc3ccccc3c(=O)[nH]2)c2ccccc21	-2.0	8	-2	-10	-5	19	1	-5	14	-7	7
C#CCNC(=O)C1=C[C@H](c2ccccc2)[C@@H](CCCO)[C@H](OCC)O1	-0.2	11	1	-25	-7	-24	-7	3	-9	-8	0
Cc1ccc2c(c1)CCCN2C(=O)c1ccc2c(c1)OCO2	-0.8	-12	-1	-1	-3	-14	3	4	-3	1	-3
CC(=O)N1c2cc3ccccc3cc2N(C(C)=O)c2cc3ccccc3cc21	0.1	-4	3	13	9	-8	2	-6	6	-11	-22
N#Cc1cccc(NC(=O)c2ccccc2C(=O)O)c1	-0.9	8	7	-7	-5	11	2	4	6	-1	8
CC(C)C(NC(=O)c1ccc(C(C)(C)C)cc1)C(=O)NCc1ccccn1 (configuration not stated)	-0.8	-8	-13	-6	-3	1	8	8	4	2	-18
Cc1ccc(-n2c(C)cc(C(=S)N3CCOCC3)c2C)cc1C	1.3	6	1	15	5	9	-11	2	21	-22	-1
COc1ccc(NC(=O)CN2C(=O)NC3(CCCCCC3)C2=O)cc1Cl	-1.7	-13	-5	33	-10	-21	-2	-2	9	-8	-5
CCCCCCOC(=O)C(C#N)c1nc2ccccc2nc1N1CCN(C)CC1 (configuration not stated)	2.0	-14	20	-8	15	-14	6	3	-2	-39	4
C[C@@H](C(=O)N1CCN(C(=O)OC(C)(C)C)CC1)n1cc(CCCN=C(NC(=O)OC(C)(C)C)NC(=O)OC(C)(C)C)nn1	0.6	-8	-8	11	5	-6	-1	2	-2	-32	3
COc1nccnc1NS(=O)(=O)c1ccc(NC(=O)c2ccc(F)cc2)cc1	-1.2	4	0	0	1	10	2	4	4	-9	3
CCc1nc(SCC(=O)Nc2ccc(C(=O)O)cc2)n[nH]1	0.2	6	-5	19	-3	-11	-3	4	0	-3	7
Fc1ccc(-c2noc(-c3ccc4c(c3)CCO4)n2)cc1	-2.1	-88	.	-133	-7	-82	-1	2	-43	-38	-12
CCOc1ccc(CNC(=O)CCCC(=O)n2ncc3cc(C)ccc32)cc1	3.6	-6	-2	-24	13	-3	-4	9	0	-7	6
O=C(Nc1ccc(N2CCN(C(=O)c3ccccc3)CC2)cc1)c1ccc(Br)o1	-1.1	-17	-5	-13	0	11	6	3	0	18	7
CC(NC(=O)CN1C(=O)COc2ccccc21)c1ccccc1 (configuration not stated)	-0.3	-15	-5	-18	0	7	-5	3	7	-24	-9
Cc1ccc2[nH]c(=O)c(CNS(=O)(=O)c3ccccc3)c(-c3ccccc3)c2c1	3.7	0	3	0	8	2	-11	9	11	14	4
The list continues:
SMILES	MC4R barr agon	SRC1 inh	TLR9-MyD88 inh	NR5A2 inv ag	NOD2 RIPK2 PPI	SRC3 inh	ABHD5-PLIN5 inh	MC4R antag cAMP	NR2F2 inh	SRC2 inh	EBV LMP1 NFkB
COc1ccnc(NCc2ccc(Cl)cc2)c1C#N	-2.3	-37	4	-45	1	1	2	0	-14	-20	-15
CN(C)C(=O)c1ccc(NC(=O)COc2ccc([N+](=O)[O-])cc2)cc1	0.5	2	-6	-9	-9	8	0	2	-5	-6	0
CSc1ccc(CN2CCC(C)(Oc3ccc(C(C)=O)cc3)C2)cc1 (configuration not stated)	-3.4	-2	.	25	2	-8	3	4	20	-32	.
O=C(Nc1cccc([N+](=O)[O-])c1)c1cc(S(=O)(=O)N2CCOCC2)cs1	-3.3	-14	-2	-2	-3	6	1	-1	2	4	4
COc1cc2c(cc1OC)C(c1cc3ccc(C)cc3[nH]c1=O)N(C(=O)c1ccco1)CC2 (configuration not stated)	-0.6	-4	8	8	-4	-3	-7	7	1	8	4
CC(=O)NC(c1ccccc1)c1nc(-c2ccc3ccccc3c2)cs1 (configuration not stated)	-0.6	5	.	9	-7	-4	4	0	-26	-15	.

This is a subset. The share of hits here may be higher or lower than overall.
